TAAR1 antagonist: human TAAR1 antagonism; Q96RJ0; CHO RD-HGA16 TAAR1, Fluo-8 calcium fluorescence, antagonist; inhibition, % at 3 µM; hit rate 1.5% among 360,000;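 active means inhibition above a per-plate cutoff, the mean inhibition of test compounds on that plate plus 3 SD, cut at about 49% in these data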;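 further: 0% = DMSO plus EC80 beta-PEA response and 100% = DMSO alone without agonist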
Target sequence (Q96RJ0 whole entry, looked up): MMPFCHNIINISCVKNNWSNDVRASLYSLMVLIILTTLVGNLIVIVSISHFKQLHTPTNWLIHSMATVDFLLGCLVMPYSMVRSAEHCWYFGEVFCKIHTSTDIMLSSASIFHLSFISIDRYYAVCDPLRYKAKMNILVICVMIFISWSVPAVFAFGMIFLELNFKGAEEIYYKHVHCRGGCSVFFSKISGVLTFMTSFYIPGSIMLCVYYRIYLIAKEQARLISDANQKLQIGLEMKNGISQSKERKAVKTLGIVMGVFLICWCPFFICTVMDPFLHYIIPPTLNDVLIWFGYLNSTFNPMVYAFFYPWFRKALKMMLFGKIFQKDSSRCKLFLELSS
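Material: CHO RD-HGA16 cells bearing hTAAR1; compound dosing: one-point dosing, 3 µM nominal final; schedule: dye loading 75 min at 37 °C, then 30 min room temperature; measured by: calcium fluorescence with Fluo-8; control set: vehicle and agonist controls; replication: n of 1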
V1aR counter: V1a receptor agonism, counter-screen for OXTR agonists. hit rate 0.25% among 320,000. activation, % at 3 µM. CHO-V1R cells, Fluo-8 calcium fluorescence, agonist mode; 0% DMSO, 100% 3 nM vasopressin;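 active means activation above the mean activation of all tested compounds plus 3 SD, per screening run, cut at about 20% in these data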;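 further: signal is peak over basal fluorescence ratio across a 100 second FLIPR read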
TAAR1 ag: agonists of human TAAR1. Q96RJ0. CHO RD-HGA16 TAAR1, Fluo-8 calcium fluorescence; vehicle wells 0%, saturating PEA agonist 100%. activation, % at 3 µM. hit rate 0.99% among 360,000;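 active means activation above the mean activation of all test compounds in the run plus 3 SD, cut at about 38% in these data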
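Test system: RD-HGA16 (CHO) cells co-expressing Gα16 and hTAAR1 / Benchmarks: DMSO vehicle as 0%, PEA at EC100 as 100% / Repeats: no replicates (n 1) / Measure: % activation from peak over basal fluorescence ratio, DMSO-to-PEA scaled / Timing: 17-24 h plating, Fluo-8 75 min 37 °C, 30 min RT / Technique: kinetic Fluo-8 calcium fluorescence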
OXTR potentiate: potentiators of human oxytocin receptor. P30559. CHO-OTR cells, Fluo-8 calcium fluorescence, potentiator mode; 0% = oxytocin EC15, 100% = EC100. activation, % at 3 µM. hit rate 0.061% among 320,000;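 active means activation above that plate's cutoff, the mean activation of tested compounds plus 3 SD, cut at about 6.6% in these data, passing the limit was not always enough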;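 further: 100% uses oxytocin at 75 nM as the full agonist control; some results filed as inactive read as strong as hits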
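System: human OTR in CHO cells; Also added: sub-maximal oxytocin, roughly EC15; Timing: compound 6 min at room temperature before oxytocin, 100 s read; Technique: Fluo-8 intracellular calcium fluorescence, ex 470-495, em 515-575 nm; Controls: oxytocin EC15 low and EC100 high; Replication: singlicate.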
CHO-K1 Ca ag: counter-screen for M1 agonists: effect in parental CHO-K1 cells | Fluo-8 calcium fluorescence; scaled to maximal ATP response, vehicle zero | activation, % at 3 µM | hit rate 0.48% among 360,000; in the data active means activation above about 15%;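 further: untransfected CHO-K1 host cells lacking M1 receptor as counterscreen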
M1 ag: human M1 muscarinic receptor agonism | P11229 | CHO-K1 hM1, Fluo-8 calcium fluorescence, agonist mode; 0% DMSO, 100% acetylcholine EC100 | activation, % at 3 µM | hit rate 0.33% among 360,000 | AID 588814;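 active means activation above the run's mean compound activation plus 3 SD, cut at about 16% in these data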;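 further: peak over basal fluorescence ratio within a 140 s kinetic read after compound addition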
Target sequence (P11229 whole entry, looked up): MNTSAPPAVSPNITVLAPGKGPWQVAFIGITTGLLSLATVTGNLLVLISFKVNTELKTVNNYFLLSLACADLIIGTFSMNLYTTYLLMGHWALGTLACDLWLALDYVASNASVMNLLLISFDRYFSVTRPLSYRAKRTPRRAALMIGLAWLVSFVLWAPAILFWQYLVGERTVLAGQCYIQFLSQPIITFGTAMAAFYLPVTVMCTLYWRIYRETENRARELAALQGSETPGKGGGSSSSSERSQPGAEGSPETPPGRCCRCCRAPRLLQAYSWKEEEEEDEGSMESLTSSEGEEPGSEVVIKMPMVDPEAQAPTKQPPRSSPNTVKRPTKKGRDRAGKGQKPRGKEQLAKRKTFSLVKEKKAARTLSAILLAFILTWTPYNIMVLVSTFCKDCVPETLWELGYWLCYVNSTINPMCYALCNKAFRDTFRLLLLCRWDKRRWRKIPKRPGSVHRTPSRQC
CHO parental Ca: signal in parental CHO cells, OX1R antagonist counter-screen | AID 463079 | parental CHO-K1, ATP-induced calcium, Fluo-8 fluorescence | hit rate 0.63% among 330,000 | inhibition, % at 5.6 µM;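 active means inhibition above that plate's mean sample inhibition plus 3 SD, cut at about 26% in these data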;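 further: 0% = ATP-challenged DMSO wells and 100% = DMSO wells without ATP; some compounds past the cut are filed as inactive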
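Material: parental CHO cells / Compound: single nominal dose of 5.6 µM per compound / Signal: Fluo-8 fluorescence / Replicates: singlicate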
M1 PAM parental: M1 PAM counterscreen hit in parental CHO-K1 cells | activation, % at 3 µM | hit rate 0.02% among 360,000 | ATP EC20, Fluo-8 calcium fluorescence; 0% at ATP EC20, 100% at ATP max;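 active means activation above the run cutoff, the mean activation of all test compounds plus 3 SD, cut at about 40% in these data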;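 further: peak over basal fluorescence ratio in a 140 s read after ATP addition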
CHO-K1 Ca antag: nonselective inhibitor or artifact in parental CHO-K1 cells. inhibition, % at 3 µM. ATP-induced calcium, Fluo-8 fluorescence. hit rate 0.6% among 360,000;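 active means inhibition above a per-plate cutoff, the plate's mean sample inhibition plus 3 SD, cut at about 24% in these data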;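 further: 0% = DMSO plus EC80 ATP and 100% = DMSO alone without ATP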
Numbers without * were called inactive; x = no result given; & = joins results of further samples. Some of the compounds tested. The share of hits here may be higher or lower than overall.

smiles	M1 ag	TAAR1 ag	M1 PAM parental	CHO parental Ca	CHO-K1 Ca antag	CHO-K1 Ca ag	TAAR1 antagonist	V1aR counter	OXTR potentiate
COC(=O)C1=C(c2ccc(C(C)=O)cc2)C[C@@H]2CC[C@H]1N2C	-9	1	9	-4	-4	-0.4	14	-0.1	-4
Cc1ccccc1[N+](=O)[O-]	1	0	13	-1	-20	0.1	16	0.8	-2
COc1ccccc1N1CCNCC1	-5	0	9	-2	4	0.4	-7	-0.5	-2
COc1cc(C(=O)NN=Cc2ccc(N(CCCl)CCCl)cc2)cc(OC)c1OC	-2	-1	7	x	-6	0.1	10	x	x
Cc1ccc(OP(N)(=O)Oc2ccc(C)cc2)cc1	-5	-1	13	3	-14	0.6	-13	0.5	-6
O=c1c2ccccc2nc(-c2ccco2)n1-c1nccs1	-2	11	12	-11	-1	2.0	16	-1.3	5
Cc1nc2ccccc2c(=O)n1-c1ccc(Cl)c(Cl)c1	-9	0	12	-9	-4	2.0	-9	-0.5	5
CN1CCc2nc3sc(C#N)c(N)c3c(-c3cccs3)c2C1	-15	1	10	-7	-16	0.5	2	-0.1	0
CCOc1ccc(C2(C#N)CC[N+](C)(C)CC2)cc1	-6	7	12	-7	-3	0.1	7	0.0	-10
Cc1nc2ccccc2c(=O)n1-c1ccc(F)cc1	-1	1	-2	3	-2	0.1	-9	0.4	-3
CNP1(NC)=Nc2nn(-c3ccccc3)c(N)c2C(c2ccccc2)=N1	-3	1	-10	-2	-5	0.1	10	1.2	-5
CCCCCC[N+](=O)[O-]	-1	2	-18	3	14	-0.3	-1	-0.1	7
Cc1ccc(Sc2ccc(C=C3C(=O)N(C)C(=O)N(C)C3=O)o2)cc1	-2	2	9	-7	-7	1.5	-34	0.1	3
CC(=O)C1C(=O)NC23CCCCC2C1c1ccccc1O3 (stereo not drawn)	-12	1	8	-6	-8	-0.2	3	-0.9	-4
Cc1c(Cl)cccc1NC(=S)N1CC2CC(C1)c1cccc(=O)n1C2 (stereo not drawn)	-9	2	-1	-14	1	-0.1	-19	0.9	-2
COC(=O)C1=C(c2ccc(F)cc2F)C[C@@H]2CC[C@H]1N2C(=O)NCCCOC(C)C	-8	7	24	-9	-11	0.9	-5	-0.1	2
O=c1[nH]c(=O)n(CCc2ccccc2)c(O)c1C=NCCN1CCNCC1	-6	1	13	1	-13	0.2	4	0.7	-3
Cc1[nH]c2ccc(OCc3ccccc3)cc2c1CCN	-5	14	15	-6	6	1.5	-3	0.9	-10
COc1ccc(CN2Cc3cc(-c4cccc(F)c4)ccc3-n3nncc3C2)cc1	-9	-1	21	x	-1	1.3	-7	x	x
Cc1ccc(-n2c(O)c(/C=N/NC(=O)c3ccncc3)c(=O)[nH]c2=O)cc1	-6	0	14	1	-3	1.9	22	1.7	-1
Clc1ccc2sc(C3CCNCC3)nc2c1	-8	13	17	-21	-1	2.1	-12	-0.3	-4
O=C1C2CC(CN3CCCCC23)C2CCCCN12 (stereo not drawn)	-2	1	8	x	4	0.5	5	x	x
Cc1ccccc1N1C(=O)NC(=O)/C(=C\c2cc(C)n(C)c2C)C1=O	-6	1	15	-12	-4	0.3	2	12	-4
CCCCCCn1c(=O)c(C(=O)Nc2cnccn2)c(O)c2ccccc21	-8	4	-8	-9	8	-0.9	0	0.0	1
CN1C(=O)/C(=C\c2ccc(Br)s2)C(=O)NC1=S	0	8	-9	3	-12	1.1	10	2.2	-2

(cont.)
smiles	M1 ag	TAAR1 ag	M1 PAM parental	CHO parental Ca	CHO-K1 Ca antag	CHO-K1 Ca ag	TAAR1 antagonist	V1aR counter	OXTR potentiate
Cc1cccc(Cn2cc(C=O)c3ccccc32)c1	1	0	-5	1	-8	8.7	-9	3.4	-17
O=C1NC(=O)C(CCc2ccncc2)(CCc2ccncc2)C(=O)N1Cc1ccc(F)cc1	-7	10	24	-18	-5	1.2	-3	1.4	-13
COc1ccc(Cn2c(N)c(C(=O)NCc3ccco3)c3nc4ccccc4nc32)cc1	0	16	11	-4	-5	0.8	1	5.4	-10
O=c1[nH]c2c(c(=O)n1C1CCCCC1)CCC2	-4	10	18	-3	-25	0.5	-5	-0.2	-5
Clc1ccc(CNCCc2ccc3c(c2)OCO3)cc1	-6	3	6	-3	12	1.5	2	2.9	-13
COc1ccc2nc3oc(C(=O)N4CCC5(CC4)OCCO5)cc3cc2c1	-6	1	16	-9	1	1.2	-4	-0.1	-16
Cc1ccc(C)c(NC(=S)NCCc2cnc[nH]2)c1	-3	3	-2	3	8	-0.3	-27	1.1	1
CC(NCc1cccc(Cl)c1Cl)C(O)c1ccccc1 (stereo not drawn)	-5	3	12	-23	-9	2.2	-2	1.7	-5
CN(C)CCNC(=O)c1cccn(Cc2cc(C(F)(F)F)cc(C(F)(F)F)c2)c1=O	-13	3	-8	-13	17	0.5	-11	3.0	8
COc1ccc(CC(C)NCCc2ccc(OC)c(OC)c2)cc1 (stereo not drawn)	-9	3	1	-18	0	-0.1	-10	1.4	4
O=c1oc2ccccc2c(O)c1[C@H]1c2ccc(O)cc2Oc2c1c(=O)oc1ccccc21	-2	0	9	-5	-1	0.4	-15	0.0	7
CC1CCCC(C)N1/N=C/c1c[nH]c2ccc(Br)cc12 (stereo not drawn)	-11	33	26	-4	-4	3.6	-3	1.3	-7
C=CCn1c(O)c(C(C)=NCCc2ccccc2)c(=O)[nH]c1=O	-6	40*	13	-16	-2	1.0	13	-0.5	-19
COc1ccccc1OCC(=O)N1CCN(Cc2ccc3c(c2)OCO3)CC1	-4	3	-6	-5	0	1.1	-30	1.7	-2
CCC(=O)OC1(c2ccccc2)C(C)CN(C)CC1C (stereo not drawn)	-7	1	7	-15	2	1.1	-4	-0.8	-1
Cc1ccc(S(=O)(=O)N(C)CCCC(=O)N2CCN(c3ccccn3)CC2)cc1	-4	7	10	-5	-2	2.1	14	2.6	-4
CCC1C2Cc3ccc(O)cc3C1(CC)CCN2C (stereo not drawn)	12	6	5	x	-2	7.4	-2	x	x
CC12C(C(=O)O)C1(c1ccccc1)C2C(=O)O (stereo not drawn)	0	2	5	x	-7	0.7	-22	x	x
CCOC(=O)CC(SP1(=S)OCC2(CCCCO2)C(C2CCCCO2)O1)C(=O)OCC (stereo not drawn)	-6	2	20	x	-15	0.4	-3	x	x
CCOC(=O)N1CCC(NC(=O)CCc2nc(C3=CCN(C)CC3)no2)CC1	-5&-3	5&1	14&14	-8	-14&-5	0.7&0.4	-2&-6	-0.4	1
O=C(CNC(=O)c1ccc(Br)cc1)Nc1ccc(Br)cc1C(=O)c1ccccc1	-9	14	22	-23	-10	0.0	9	0.2	-6
CCN(CC)C(=O)Oc1ccc(NC(=O)N2CCOCC2)cc1	-3	6	12	-10	-9	-0.1	-6	0.8	1
CCCCCCn1c(=O)c(C(=O)Nc2c(C)n(C)n(-c3ccccc3)c2=O)c(O)c2ccccc21	-6	0	9	-15	-12	-0.4	-30	0.8	4
COc1ccc(-n2c(O)c(/C(C)=N/N3CCCCCC3)c(=O)[nH]c2=O)cc1	-1	0	0	-20	-5	-0.2	-23	-0.5	-8
Cc1ccc(C(=O)n2cc(CCN3CCS(=O)(=O)CC3)c3ccccc32)cc1	-4	12	14	-8	2	2.0	2	2.3	-6

Full records from above. Values in the order: M1 ag	TAAR1 ag	M1 PAM parental	CHO parental Ca	CHO-K1 Ca antag	CHO-K1 Ca ag	TAAR1 antagonist	V1aR counter	OXTR potentiate
Cc1nc2ccccc2c(=O)n1-c1ccc(F)cc1 reads -1	1	-2	3	-2	0.1	-9	0.4	-3
Cc1ccc(S(=O)(=O)N(C)CCCC(=O)N2CCN(c3ccccn3)CC2)cc1 reads -4	7	10	-5	-2	2.1	14	2.6	-4

(listing goes on)
smiles	M1 ag	TAAR1 ag	M1 PAM parental	CHO parental Ca	CHO-K1 Ca antag	CHO-K1 Ca ag	TAAR1 antagonist	V1aR counter	OXTR potentiate
CCCCn1nnnc1C(c1ccccc1)N1CCC2(CC1)C(=O)NCN2c1ccccc1 (stereo not drawn)	-1	1	2	x	-3	-0.1	9	x	x
Fc1ccc(CCNCc2ccc(Br)cc2)cc1	-9	30	41*	-12	-15	4.0	18	2.5	-9
CCOC(=O)C(O)(c1ccc(NC(=O)Oc2ccccc2)cc1)C(F)(F)F (stereo not drawn)	-7	4	-4	-2	11	0.1	6	0.7	-4
O=C(Cc1ccc(N(CCCl)CCCl)cc1)NC(Cc1ccc(Cl)cc1)C(=O)O (stereo not drawn)	-1	5	22	-6	-11	0.8	-15	-0.6	-15
CN1CC(Br)C(=O)NC1=O (stereo not drawn)	-2	1	7	x	-16	0.7	-3	x	x
Cc1ccc(O)c(C(=O)c2cc(C(=O)NCCC(C)C)c(=O)n(CCC(C)C)c2)c1	-2	0	13	-29	-3	-0.2	19	1.0	-9
CC1(C)CN2C(c3ccc(Cl)cc3)N2C1 (stereo not drawn)	-4	1	24	0	-17	0.9	-6	0.1	-5
CCn1c(C)c(C(=O)Nc2ccc(OC)cc2)c2cc(OC)ccc21	-1	0	3	-14	-7	0.9	4	-0.6	-11
O=C(Cn1ccc2ccccc2c1=O)NCC(=O)N1CCC2(CC1)OCCO2	-1	1	15	-4	-13	0.6	-7	0.1	3
CCOC(=O)C1C2c3ccccc3O[C@@]1(C)N=C1SCC(=O)N12 (stereo partly drawn)	-1	10	11	1	-19	0.8	-7	0.3	-1
CCC(=NCc1ccc2c(c1)OCO2)c1c(O)n(C2CCCCC2)c(=O)[nH]c1=O	-1	13	6	26*	3	4.4	16	3.3	-7
COc1cccc(CN2CCN(c3ccc(F)cc3)CC2)c1OC	-8	-1	7	x	-3	0.7	-3	x	x
CCN(CC)CCO	2	1	19	-2	-19	1.0	-2	0.4	0
CC(C)CC(=O)Nc1ccc(S(=O)(=O)N2CC3CC(C2)c2cccc(=O)n2C3)cc1 (stereo not drawn)	-3	1	1	16	-5	0.8	-3	-0.9	-6
Cc1ccccc1N1CCN(C2CCCN(C(=O)Cc3c(C)noc3C)C2)CC1 (stereo not drawn)	-6	0	20	-5	-13	0.5	-9	2.7	-6
C[C@]12CCC3C(CC[C@H]4C[C@@H](O)CC[C@]34C)C1C/C(=N/O)[C@@H]2O (stereo partly drawn)	0	8	8	0	-4	2.4	1	-0.6	-7
O=C(c1ccccc1F)N1C[C@H]2C[C@@H](C1)c1cccc(=O)n1C2	-4	3	-12	-5	2	-0.2	-9	2.3	-2
CCn1c(=O)cc(OCC(=O)N2CCC3(CC2)OCCO3)c2ccccc21	-4	4	13	-1	-4	0.1	-4	0.8	5

Screening data from PubChem.
